KCNH2 WT inh – KCNH2 (human, wildtype) channel inhibition. Q12809. AID 720551. 340,000 tested, 0.37% active. activity change, % at 1.84 µM. U2OS, BacMam KCNH2, thallium flux FluxOr; stronger effect = lower value;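 active = maximum activity change below -70%; inconclusive = maximum activity change between -70% and -50%; inactive = maximum activity change above -50%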; note: % is set by controls: 0 for no effect and ±100 for the full control effect
Target sequence (Q12809 whole entry, looked up): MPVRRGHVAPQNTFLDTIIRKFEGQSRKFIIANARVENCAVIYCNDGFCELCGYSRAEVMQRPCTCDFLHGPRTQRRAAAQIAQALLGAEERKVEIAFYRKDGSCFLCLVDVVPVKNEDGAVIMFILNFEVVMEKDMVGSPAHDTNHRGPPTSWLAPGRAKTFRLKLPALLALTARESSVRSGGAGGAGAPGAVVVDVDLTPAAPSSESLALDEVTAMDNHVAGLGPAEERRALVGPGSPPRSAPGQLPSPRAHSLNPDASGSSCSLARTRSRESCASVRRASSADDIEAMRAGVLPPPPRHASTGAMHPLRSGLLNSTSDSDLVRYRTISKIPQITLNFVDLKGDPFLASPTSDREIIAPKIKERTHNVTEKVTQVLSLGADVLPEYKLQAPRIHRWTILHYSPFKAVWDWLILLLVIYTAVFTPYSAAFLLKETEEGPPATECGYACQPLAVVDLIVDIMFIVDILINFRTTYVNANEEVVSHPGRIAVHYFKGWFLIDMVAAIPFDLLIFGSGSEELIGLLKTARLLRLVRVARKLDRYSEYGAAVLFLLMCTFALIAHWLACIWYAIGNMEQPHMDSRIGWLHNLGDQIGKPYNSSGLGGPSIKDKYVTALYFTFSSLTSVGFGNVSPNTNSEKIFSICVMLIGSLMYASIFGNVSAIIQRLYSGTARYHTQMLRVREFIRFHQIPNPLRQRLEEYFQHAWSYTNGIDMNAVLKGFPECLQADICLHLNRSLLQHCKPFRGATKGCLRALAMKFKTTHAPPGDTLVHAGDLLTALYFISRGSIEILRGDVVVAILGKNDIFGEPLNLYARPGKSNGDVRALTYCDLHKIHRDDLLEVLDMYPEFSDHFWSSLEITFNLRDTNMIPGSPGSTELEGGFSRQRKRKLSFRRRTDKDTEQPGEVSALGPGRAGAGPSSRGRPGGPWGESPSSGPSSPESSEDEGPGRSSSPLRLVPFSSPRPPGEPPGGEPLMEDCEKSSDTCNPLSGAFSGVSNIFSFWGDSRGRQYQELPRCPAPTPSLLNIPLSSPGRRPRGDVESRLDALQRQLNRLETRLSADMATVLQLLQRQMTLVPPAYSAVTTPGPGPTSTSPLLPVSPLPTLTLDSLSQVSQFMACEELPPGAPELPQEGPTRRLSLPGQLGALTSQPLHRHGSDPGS
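U2OS cells transduced with wild-type KCNH2 virus are loaded with FluxOr dye for 45 min, and thallium flux is measured in kinetic reads before and after stimulation buffer. Rate constants are normalized to DMSO controls.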
A-T KAP1 phos – potential ataxia-telangiectasia treatment; […] A-T fibroblasts, KAP-1 phosphorylation AlphaLISA; neocarzinostatin DNA damage 30 min before lysis; Potency, µM (titrated, usually from 57.5 µM), without a hit: top-dose activation, actives largely listed as activators; 320,000 tested, 0.19% active; AID 485349; note: potency is the fitted concentration of half-maximal effect; % of control where 0% means no effect; nearly all actives have a fitted effect of over 45% in size
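hTERT-immortalized A-T patient fibroblasts ([…]), 500 cells/well in OPTI-MEM, 1% FBS, got compounds for 60 min, then NCS for 30 min at 37C. Lysates were then assayed for phospho-KAP-1 by AlphaLISA (anti-pKAP1 donor, anti-KAP1 acceptor beads), 6 hr at 25C.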
MLL CXXC-DNA inh – MLL CXXC-DNA interaction inhibition. Potency, µM (series often up to 115 µM), without a hit: top-dose activity change, negative = inhibition, most hits filed as inhibitors. MLL-CXXC / FITC-HOXA9 DNA fluorescence polarization. 290,000 tested, 0.037% active. Q03164; active = well fitted inhibition curve with a large enough effect in the polarisation, with a control signal flat, not every such curve was filed as active; inconclusive = small, poorly fitted or top-dose-only effect, or effect the other way, or a change in a side signal; inactive = no such curve, though single readings can be large or run the other way; the % refers to the polarisation; note: potency is the fitted concentration of half-maximal effect
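Steps: dispense CXXC domain solution (7 uM) → pin compounds or unlabeled HOX-A9 DNA control → 5 min ambient → add FLSN-HOX-A9 solution (50 nM) → spin → 30 min ambient → fluorescence polarization. Tris pH 7.5/NaCl/DTT/BSA buffer.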
a7 integrin act – activates integrin-mediated alleviation for muscular dystrophy. alpha7betagal myoblasts, beta-gal FDG fluorescence, 48 h. Potency, µM (titrated, usually from 38.3 µM), for inactives: at the highest dose activation, hits mostly activators. 350,000 tested, 0.064% active. AID 624291;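 note: potency is the fitted concentration of half-maximal effect; 100% = response of the positive control SU9516; nearly all actives have a fitted effect of over 60% in size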
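Alpha7betagal+/- myoblasts (passage 13) were plated 16-24 hr, then exposed to compounds (1:260 dilution of DMSO stock) for 48 hours at 37C. After MPER lysis, β-galactosidase reporter activity was read as FDG fluorescence (ex 480/em 540) after 30 minutes.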
GALK inhibitor – galactokinase (human) inhibition; P51570; Purified GALK, Kinase-Glo residual ATP luminescence; Potency, µM (top dose mostly 57.5 µM), inactives show at the highest dose activity change, negative = inhibition, most hits filed as inhibitors; 270,000 tested, 0.007% active; note: potency is the fitted concentration of half-maximal effect; % is set by controls: 0 for no effect and ±100 for the full control effect
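Quantitative HTS: GALK 5 nM, ATP 35 uM, galactose 100 uM, 1 h room temperature, then luciferase-based ATP detection.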
TRPV1 agonist – human TRPV1 agonism; activation, % at 8.33 µM; TRPV1-expressing cells, Fluo-8 calcium influx, agonist mode; Q8NER1; 320,000 tested, 0.19% active; AID 540275; in the data active = activation above about 80%; inconclusive = between about 30% and that limit; note: 0% is about no effect
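TRPV1-expressing cells were cultured overnight at 35.5C and loaded with Fluo-8 calcium dye for 40 to 90 min at room temperature. After a 10 s baseline, compound was added and calcium influx was read kinetically for 3 min (ex 480/em 520 nm).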
FBPA coupling cs – inhibits coupling enzyme system, counter-screen for aldolase hits; coupling enzyme system counterscreen, AmpLite Red fluorescence; activity change, negative = inhibition, % at 58.2 µM, hits read low; 290,000 tested, 0.67% active; in the data active = activity change below about -30%; note: % is set by controls: 0 for no effect and ±100 for the full control effect
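Final compound at 57.5 uM, incubated 10 min at RT with coupling enzyme reagent (glyceraldehyde-3-phosphate), then 20 min with substrate and AmpLite Red detection. Fluorescence read at 525/598 nm; tests interference with the coupling assay, not aldolase inhibition.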
ASM inhibitor – inhibitors of human secretory acid sphingomyelinase; Potency, µM (titrated, usually from 57.5 µM), for inactives: at the highest dose activity change, negative = inhibition, actives largely listed as inhibitors; P17405; 340,000 tested, 0.006% active; placental ASM, HMU-PC fluorogenic substrate, 60 min; note: potency is the fitted concentration of half-maximal effect
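Steps: dispense placental human ASM, pin compound, wait 10 min at room temperature, add HMU-PC0 substrate at 9 uM final, incubate 60 min at 37 °C, add stop solution raising pH to 10, read fluorescence.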
MBNL1-CUG inh – inhibitors of human MBNL1 binding to CUG repeat RNA. TR-FRET MBNL1-His/biotin-(CUG)12 binding, 665/545 ratio. Potency, µM (highest dose often 57.5 µM), without a hit: at the highest dose activity change, negative = inhibition, usual class: inhibitors. Q9NR56. 280,000 tested, 0.036% active; active = well fitted inhibition curve with a large enough effect in the signal ratio, with a control signal flat, not every such curve was filed as active; inconclusive = small, poorly fitted or top-dose-only effect, or effect the other way, or a change in a side signal; inactive = no such curve, though single readings can be large or run the other way; the % refers to the signal ratio; note: potency is the fitted concentration of half-maximal effect; % is set by controls: 0 for no effect and ±100 for the full control effect
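Compounds (final 92 nM to 58 uM) are added to His-tagged MBNL1 and biotin-(CUG)12, then terbium anti-His antibody and streptavidin-XL665 (5 nM final). After 60 min at room temperature, the 665/545 nm ratio is read.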
KCNH2 3.1 block – blocks the human KCNH2 3.1 channel isoform; activity change, % (tested at about 1.8 µM); 340,000 tested, 0.95% active; AID 720553; U2OS KCNH2 3.1, thallium flux FluxOr; stronger effect = lower value;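 active = maximum activity change below -70%; inconclusive = maximum activity change from -70% to -50%; inactive = maximum activity change above -50%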;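 note: thallium influx rate constant from kinetic fluorescence after stimulation buffer; % is set by controls: 0 for no effect and ±100 for the full control effect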
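Kinetic fluorescence (2 min after stimulation buffer) measures Tl+ influx through KCNH2 3.1 expressed by viral transduction in U2OS cells; the rate constant is normalized against DMSO controls serving as positive and negative references.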
* = called active by the depositor; i = inactive; u = inconclusive; x = not tested or not shown; [ ] = dose if it differs, or a comment. Unless noted, calls come from the whole dose curve; as a rule, active = well fitted curve in the direction sought with a large enough effect; inconclusive = small, poorly fitted or top-dose-only effect, or another doubt; inactive = no such curve, though single readings can be large; an effect the other way counts as inactive or inconclusive.

Compound	FBPA coupling cs	MBNL1-CUG inh	MLL CXXC-DNA inh	ASM inhibitor	A-T KAP1 phos	GALK inhibitor	KCNH2 3.1 block	KCNH2 WT inh	a7 integrin act	TRPV1 agonist
O=S(=O)(c1ccc(F)c(F)c1)N1CCN(c2ncccn2)CC1	4	4%	-1%	3%	-2%	-8%	3	-1	8%	5
CC(OC(=O)c1cc(S(=O)(=O)N2CCOCC2)ccc1F)C(=O)NCC1CCCCC1 (stereo not drawn)	x	x	x	0%	-4%	x	2	4	-3%	x
COc1ccc(C)cc1S(=O)(=O)N1CCN(C(=O)c2ncoc2-c2ccccc2F)CC1	5	-5%	13%	1%	7%	9%	7	2	13%	1
FC(F)(F)c1ccccc1NC(=S)N1CCN(Cc2ccc3c(c2)OCO3)CC1	-2	-11%	-4%	2%	8%	2%	7	-9	-13%	-7
Cc1cc(Cl)ccc1OCc1nnc(-c2ccccc2C)o1	x	x	x	0%	9%	x	10	-1	u	6
COc1ccc(-c2ccc(=O)n(CC(=O)Nc3ccc(C(=O)NC4CC4)cc3)n2)cc1OC	-1	u	3%	-4%	3%	x	3	-4	14%	0
CCOC(=O)c1cc2n(c1N)-c1ccccc1C2=O	-31*	u	u	9%	7%	2%	-7	0	-29%	-10
CCOc1ccc(C(=O)Nc2ccc(N3CCN(S(C)(=O)=O)CC3)cc2)cc1[N+](=O)[O-]	-3	11%	0%	5%	4%	1%	-24	x	-19%	2
Cc1cccc(NC(=O)NN2CCN(C)CC2)c1C	-1	-6%	1%	4%	-2%	1%	6	2	5%	1
CCOc1ccc(/C=N/NC(=O)C(C)Sc2ccccn2)cc1OCC (stereo not drawn)	-1	x	7%	1%	1%	1%	7	i	-19%	1
O=c1[nH]c2ccc(S(=O)(=O)N3CCN(c4ccccc4F)CC3)cc2s1	19	-5%	7%	-13%	8%	-5%	-5	-3	-8%	1
O=C1NC(=S)N(c2cccc(Cl)c2)C12CCCCC2	3	u	5%	-4%	1%	0%	-4	2	20%	-1
COCCOc1nc2c(c(=O)n(C)c(=O)n2C)n1Cc1cccc(OC)c1	2	-4%	9%	-3%	-4%	-1%	7	2	-34%	2
COc1cc(C(=O)N[C@H](C(=O)NC2CCCCCC2)C(C)C)cc(OC)c1OC	0	0%	-3%	0%	5%	-2%	-21	-1	-14%	4
O=C(NCC(c1ccco1)N1CCN(c2ccc(F)cc2)CC1)c1ccco1 (stereo not drawn)	x	x	x	x	-4%	x	-2	-10	12%	-1
Cc1ccc(NC(=O)O/N=C/c2ccc(F)cc2)cc1	-3	-2%	5%	3%	-1%	-1%	0	-13	3%	u
CCOC(=O)N1CCN(Cc2nc3c(c(=O)n(C)c(=O)n3C)n2Cc2cccc(C)c2)CC1	7	-8%	-5%	-12%	-1%	2%	3	-2	-27%	-1
CC1Cn2c(nc(=O)c3c2NCN(CCc2ccccc2)C3)S1 (stereo not drawn)	0	-2%	-2%	-2%	-4%	0%	-7	-6	9%	0
Cc1cccc(NC(=O)Cn2c([N+](=O)[O-])cnc2C)c1C	4	4%	3%	x	6%	0%	x	x	x	-2
O=C(CSc1n[nH]c(=O)[nH]c1=O)Nc1ccc(Br)cc1Br	x	x	x	6%	-2%	x	-4	1	11%	-1
COc1ccccc1-c1cc(C(=O)Nc2cc(C)n(Cc3ccc(Cl)cc3)n2)no1	3	1%	-7%	-2%	7%	-1%	5	-6	3%	-1
COc1ccc(Cl)cc1NC(=O)NCc1ccc2c(c1)OCO2	x	-4%	0%	-3%	4%	4%	0	4	19%	u
Cc1ccc(NC(=O)CC(NC(=O)c2ccccc2Cl)c2ccccc2)nc1 (stereo not drawn)	x	x	x	2%	-1%	x	0	12	-20%	3
C=CCSc1nnc(NC(=O)CSc2nc3ccccc3o2)s1	-1	10%	13%	0%	7%	2%	-4	0	18%	3
O=C(O)COc1ccccc1C=NNc1ccc([N+](=O)[O-])cc1S(=O)(=O)Nc1ccc(Cl)cc1	x	x	x	-9%	-2%	x	17	23	27%	x

Some of the entries so far, field by field.
Cc1cc(Cl)ccc1OCc1nnc(-c2ccccc2C)o1
  FBPA coupling cs = x
  MBNL1-CUG inh = x
  MLL CXXC-DNA inh = x
  ASM inhibitor = 0%
  A-T KAP1 phos = 9%
  GALK inhibitor = x
  KCNH2 3.1 block = 10
  KCNH2 WT inh = -1
  a7 integrin act = u
  TRPV1 agonist = 6
CCOc1ccc(C(=O)Nc2ccc(N3CCN(S(C)(=O)=O)CC3)cc2)cc1[N+](=O)[O-]
  FBPA coupling cs = -3
  MBNL1-CUG inh = 11%
  MLL CXXC-DNA inh = 0%
  ASM inhibitor = 5%
  A-T KAP1 phos = 4%
  GALK inhibitor = 1%
  KCNH2 3.1 block = -24
  KCNH2 WT inh = x
  a7 integrin act = -19%
  TRPV1 agonist = 2

Other results follow:
Compound	FBPA coupling cs	MBNL1-CUG inh	MLL CXXC-DNA inh	ASM inhibitor	A-T KAP1 phos	GALK inhibitor	KCNH2 3.1 block	KCNH2 WT inh	a7 integrin act	TRPV1 agonist
C=CC[C@@H](CC(=O)N[C@H](CO)Cc1ccccc1)C(=O)N[C@@H](COC(=O)[C@H](CC=C)CC(=O)OC(C)(C)C)Cc1ccccc1	x	x	x	-1%	-8%	x	-11	0	-14%	x
CNC(=O)c1cc(-c2ccc(Cl)cc2)n(-c2ccccc2)n1	-1	-7%	-7%	-1%	-4%	2%	10	2	-17%	u
CCc1ccc(CN(C)Cc2nc(Cc3ccc(OC)c(OC)c3)no2)nc1	-2	-3%	-2%	5%	-3%	2%	-9	1	3%	u
FC(F)(F)c1cccc(OCc2noc(-c3ccsc3)n2)c1	-1	-1%	-3%	-1%	15%	-3%	1	3	5%	16
COc1ccc(NC(=O)Cn2cc(S(=O)(=O)Cc3ccccc3)c3ccccc32)c(OC)c1	-6	2%	-8%	-2%	-6%	-3%	-4	0	-13%	0
Cc1cc2c(c(SCC(=O)NCc3ccc(Cl)cc3)n1)C(=O)OC2	3	0%	-12%	0%	2%	3%	-6	3	31%	-3
Cc1cccc(N/N=C/c2ccccc2O)c1	-2	-13%	-8%	-1%	5%	-3%	1	2	22%	-5
CCS(=O)(=O)N1CCC(C(=O)NCc2ccc(F)cc2Cl)CC1	1	-8%	-6%	0%	-1%	0%	8	6	-1%	3
CC(C)Cn1c(N)c(C(=O)COC(=O)c2ccc3c(c2)OCCO3)c(=O)n(C)c1=O	1	4%	8%	-1%	10%	0%	-10	-11	-25%	3
O=c1c(Cc2c(F)cccc2Cl)c(O)ccn1CCc1c[nH]c2ccccc12	-4	1%	10%	2%	-5%	-3%	2	15	0%	-7
Cc1nnc(SC(C)C#N)n1-c1ccccc1 (stereo not drawn)	2	3%	1%	2%	0%	0%	7	-6	-25%	0
CCOc1ccccc1CN1CCNC(=O)C1CC(=O)NCc1nc(C)cs1 (stereo not drawn)	x	5%	6%	3%	8%	-5%	0	-2	18%	1
CCN(C(=O)c1cccnc1SC)C12CC3CC(CC(C3)C1)C2	2	-5%	3%	5%	5%	0%	0	-5	-28%	14
CCN(CCNC(=O)C1CC(=O)N(CCc2ccccc2)C1)c1ccccc1 (stereo not drawn)	-1	-8%	-6%	1%	-8%	-1%	7	-13	-8%	-1
Cc1cccc2c(N)c3c(nc12)N(C)CC3	-2	-7%	10%	131%[activator]	6%	x	-2	7	-11%	3
COc1ccc(OC)c(S(=O)(=O)n2ccc(C)n2)c1	3	-2%	3%	1%	-3%	1%	-8	-3	-4%	2
CC(C)CNC(=O)c1noc2c1CCCC2	-1	u	-2%	0%	-3%	0%	7	9	24%	0
COc1ccc(CCNC(=O)C2CCN(C(=O)c3ccccc3C)CC2)cc1	0	-6%	-5%	-1%	-4%	1%	3	1	-12%	0
Cc1ccc2c(c1)CN1CN2Cc2cc(C)ccc21	0	-4%	0%	0%	-5%	0%	20	0	-16%	0
CCOC(=O)C1C(c2ccc(O)c(OCC)c2)NC(=S)NC1(O)C(F)(F)F (stereo not drawn)	0	-7%	-12%	0%	8%	3%	11	2	-22%	-3
CCCCOc1ccc(Nc2cc(Cl)ccc2C(=O)O)cn1	11	-1%	-4%	-9%	-8%	-1%	8	2	-27%	-1
CC1(C)[C@@H](O)CC[C@]2(C)C3C(O)C=C4[C@H]5C[C@@](C)(CO)CC[C@]5(C)CC[C@]4(C)[C@]3(C)CC[C@@H]12 (stereo partly drawn)	8	-1%	5%	-17%	0%	2%	3	12	5%	-1
COc1cccc(Cn2nnc(C(=O)Nc3cc(C)ccc3OC)c2N)c1	-7	-15%	4%	-8%	-19%	1%	3	-5	20%	x
COc1ccc(S(=O)(=O)N2CCOC2CNC(=O)C(=O)NCc2cccnc2)cc1OC (stereo not drawn)	1	-5%	1%	-1%	-4%	6%	-5	5	11%	-9
COc1ccc(C(=O)N2CCN(Cc3nc(CC4CC4)no3)CC2)cc1	1	-4%	1%	4%	-3%	1%	7	-16	15%	1
